Bioassay records from PubChem.
NSD2 block = inhibitors of human NSD2, primary screen, biochemical, plate reader, single point | NSD2-SET H3K36me1 DELFIA fluorescence | 0.07% of 44,000 active | inhibition, % at 12.5 µM; in the data active = inhibition above about 54%, passing the limit was not always enough;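 also: inhibitors reduce the monomethyl H3K36 fluorescence signal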
Target sequence (O96028 whole entry, looked up): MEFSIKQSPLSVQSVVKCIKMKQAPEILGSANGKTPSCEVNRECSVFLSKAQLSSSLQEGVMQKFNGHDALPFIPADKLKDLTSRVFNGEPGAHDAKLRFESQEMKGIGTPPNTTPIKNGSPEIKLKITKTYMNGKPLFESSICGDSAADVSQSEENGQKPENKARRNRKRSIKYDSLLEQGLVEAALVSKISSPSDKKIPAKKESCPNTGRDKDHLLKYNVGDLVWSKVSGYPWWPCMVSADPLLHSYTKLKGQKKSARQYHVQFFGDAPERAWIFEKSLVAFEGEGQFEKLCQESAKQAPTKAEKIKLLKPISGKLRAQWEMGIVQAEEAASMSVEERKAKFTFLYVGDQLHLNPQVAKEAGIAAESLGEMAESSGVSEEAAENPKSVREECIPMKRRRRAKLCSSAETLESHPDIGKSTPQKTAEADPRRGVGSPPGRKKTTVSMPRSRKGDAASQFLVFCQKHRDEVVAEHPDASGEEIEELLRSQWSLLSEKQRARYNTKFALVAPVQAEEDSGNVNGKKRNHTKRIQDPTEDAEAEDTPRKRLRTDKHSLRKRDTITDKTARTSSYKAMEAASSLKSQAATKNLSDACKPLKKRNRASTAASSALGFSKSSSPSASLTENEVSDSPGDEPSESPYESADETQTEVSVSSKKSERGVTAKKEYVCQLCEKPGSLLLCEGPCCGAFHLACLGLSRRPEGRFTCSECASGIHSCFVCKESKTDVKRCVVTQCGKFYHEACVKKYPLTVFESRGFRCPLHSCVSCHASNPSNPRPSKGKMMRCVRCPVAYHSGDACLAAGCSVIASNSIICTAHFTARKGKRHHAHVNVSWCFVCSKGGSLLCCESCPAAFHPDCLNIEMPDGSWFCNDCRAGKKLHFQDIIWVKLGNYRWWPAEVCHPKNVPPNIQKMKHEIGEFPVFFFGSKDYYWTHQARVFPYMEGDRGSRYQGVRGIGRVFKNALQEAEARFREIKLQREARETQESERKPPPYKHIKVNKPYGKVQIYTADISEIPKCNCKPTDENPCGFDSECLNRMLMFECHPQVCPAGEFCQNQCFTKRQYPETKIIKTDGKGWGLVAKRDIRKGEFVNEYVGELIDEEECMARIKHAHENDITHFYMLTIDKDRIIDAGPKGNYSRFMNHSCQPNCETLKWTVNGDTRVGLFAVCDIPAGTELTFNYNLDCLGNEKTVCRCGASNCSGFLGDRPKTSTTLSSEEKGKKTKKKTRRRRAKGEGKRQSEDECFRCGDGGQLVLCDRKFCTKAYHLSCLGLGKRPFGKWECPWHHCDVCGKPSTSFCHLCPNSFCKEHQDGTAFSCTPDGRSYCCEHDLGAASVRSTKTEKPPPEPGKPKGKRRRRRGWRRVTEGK
Numbers without * were called inactive. The list is partial; rates above refer to the full screens.

Sample of the layout:
SMILES	NSD2 block
C[C@H]1CN([C@@H](C)CO)C(=O)c2cccc(NS(=O)(=O)c3cn(C)cn3)c2O[C@H]1CN(C)S(C)(=O)=O	6
C[C@H](CO)N1C[C@H](C)[C@H](CN(C)C(=O)Nc2ccc(C(F)(F)F)cc2)Oc2c(NS(C)(=O)=O)cccc2C1=O	28

This part in full, previewed entries included:
SMILES	NSD2 block
C[C@H]1CN([C@@H](C)CO)C(=O)c2cccc(NS(=O)(=O)c3cn(C)cn3)c2O[C@H]1CN(C)S(C)(=O)=O	6
C[C@H](CO)N1C[C@H](C)[C@H](CN(C)C(=O)Nc2ccc(C(F)(F)F)cc2)Oc2c(NS(C)(=O)=O)cccc2C1=O	28
CC(C)CC#Cc1ccc2c(c1)O[C@@H](CN(C)C(=O)CC1CC1)[C@H](C)CN([C@@H](C)CO)S2(=O)=O	-3
C[C@@H]1CN([C@H](C)CO)C(=O)c2cc(NS(=O)(=O)c3ccccc3)ccc2O[C@H]1CN(C)Cc1ccncc1	0
COc1ccc(NC(=O)Nc2cccc3c2O[C@@H](CN(C)Cc2ccc(Oc4ccccc4)cc2)[C@@H](C)CN([C@H](C)CO)C3=O)cc1	7
O=C1NCC(=O)N2[C@@H]1C[C@@H](C(=O)NCc1ccc(F)cc1)[C@H]2c1ccc(O)cc1	-2
C[C@H]1CN([C@@H](C)CO)C(=O)c2cc(-c3ccc(F)cc3)cnc2O[C@@H]1CN(C)C(=O)c1ccccn1	-3
COCC#Cc1ccc2c(c1)O[C@@H](CN(C)C(=O)C1CCOCC1)[C@H](C)CN([C@@H](C)CO)S2(=O)=O	4
C[C@H]1CN([C@@H](C)CO)C(=O)c2cc(NC(=O)Nc3ccccc3)ccc2O[C@@H]1CN(C)S(C)(=O)=O	1
COC(=O)c1cn(CC(=O)N2CCOCC2)nn1	-4
C[C@H](CO)N1C[C@H](C)[C@H](CN(C)S(C)(=O)=O)OCc2ccccc2-c2ccccc2C1=O	-5
CC(C)CC#Cc1ccc2c(c1)O[C@H](CN(C)C(=O)Cc1cccnc1)[C@@H](C)CN([C@@H](C)CO)S2(=O)=O	-8
C[C@@H]1CN([C@@H](C)CO)C(=O)Cc2cc(NS(C)(=O)=O)ccc2O[C@H]1CN(C)Cc1ccc(Oc2ccccc2)cc1	6
COc1ccc([Si](C)(C)[C@H]2[C@H](CCn3cc(CCO)nn3)O[C@@]3(C(=O)N(Cc4cccc(N5CCOC5=O)c4)c4ccccc43)[C@@H]2C)cc1	-3
C/C=C/c1ccc2c(c1)O[C@H](CN(C)C(=O)c1ccc3c(c1)OCO3)[C@@H](C)CN([C@@H](C)CO)S2(=O)=O	0
Cc1noc(C)c1C(=O)n1cc2c(n1)-c1cc(F)ccc1SC2	0
COc1ccc(S(=O)(=O)Nc2cccc3c2O[C@@H](CN(C)Cc2ccc4c(c2)OCO4)[C@H](C)CN([C@@H](C)CO)C3=O)cc1	-2
C[C@H](CO)N1C[C@H](C)[C@@H](CN(C)Cc2ccc(Cl)c(Cl)c2)OCCCC[C@H](C)Oc2ccc(NC(=O)Nc3ccc(C(F)(F)F)cc3)cc2C1=O	-1
CC(C)[C@H]1C=C(C(=O)NCc2ccccc2)O[C@@H](OCc2ccc(CO)cc2)C1	4
C[C@@H]1CN([C@H](C)CO)C(=O)Cc2cc(NS(=O)(=O)c3ccc(Cl)cc3)ccc2O[C@H]1CN(C)Cc1ccc(C(=O)O)cc1	1
COc1ccccc1CNC(=O)C[C@H]1C[C@H]2c3cc(NC(=O)CN(C)C)ccc3O[C@H]2[C@H](CO)O1	6
C[C@H](CO)N1C[C@H](C)[C@H](CN(C)C(=O)c2cnccn2)Oc2ncc(-c3ccccc3F)cc2C1=O	0
COc1ccc(NC(=O)Nc2ccc3c(c2)C(=O)N([C@@H](C)CO)C[C@@H](C)[C@@H](CN(C)S(=O)(=O)c2ccccc2)OCCCC[C@H](C)O3)cc1	2
C[C@@H]1CN([C@H](C)CO)C(=O)c2cccc(NC(=O)Nc3ccc(F)cc3)c2O[C@H]1CN(C)S(=O)(=O)c1ccc(Cl)cc1	-3

In a second layout: 3 of the compounds above.
COc1ccc([Si](C)(C)[C@H]2[C@H](CCn3cc(CCO)nn3)O[C@@]3(C(=O)N(Cc4cccc(N5CCOC5=O)c4)c4ccccc43)[C@@H]2C)cc1
  NSD2 block: -3
C/C=C/c1ccc2c(c1)O[C@H](CN(C)C(=O)c1ccc3c(c1)OCO3)[C@@H](C)CN([C@@H](C)CO)S2(=O)=O
  NSD2 block: 0
Cc1noc(C)c1C(=O)n1cc2c(n1)-c1cc(F)ccc1SC2
  NSD2 block: 0

Next records
SMILES	NSD2 block
C[C@@H]1CCCCO[C@@H](CN(C)C)[C@@H](C)CN([C@H](C)CO)C(=O)c2cc(NS(=O)(=O)c3ccc(F)cc3)ccc2O1	2
Cc1noc(C)c1S(=O)(=O)Nc1ccc2c(c1)C(=O)N([C@H](C)CO)C[C@H](C)[C@@H](CN(C)C(=O)NC(C)C)O2	1
C[C@@H]1CN([C@@H](C)CO)C(=O)Cc2cc(NS(=O)(=O)c3ccc(F)cc3)ccc2O[C@H]1CN(C)Cc1ccc2c(c1)OCO2	-237
C[C@H]1CN([C@@H](C)CO)C(=O)c2cc(-c3cncnc3)cnc2O[C@H]1CN(C)C(=O)Nc1ccc2c(c1)OCO2	3
CC1CC[C@]2(C(=O)OC3OC(COC4OC(CO)C(O)C(O)C4O)C(O)C(O)C3O)CC[C@]3(C(=O)O)C(=CCC4[C@@]5(C)CC[C@H](OC6OC(C)C(O)C(O)C6O)C(C)(C)C5CC[C@]43C)C2C1C (some centres not stated)	15
CNC[C@@H]1Oc2cc(C#CC3(O)CCCC3)ccc2S(=O)(=O)N([C@H](C)CO)C[C@H]1C	4
C=CC[C@]1(C(=O)NCc2ccccc2)COC(c2ccc(OCCCO)cc2)=N1	3
C[C@H](CO)N1C[C@H](C)[C@@H](CN(C)Cc2ccc(C(=O)Nc3ccccc3N)cc2)Oc2ccc(NC(=O)CCC(F)(F)F)cc2CC1=O	2
O=C(C[C@H]1C[C@H]2c3cc(NC(=O)NC4CCCC4)ccc3O[C@H]2[C@H](CO)O1)NCc1cc(F)ccc1F	7
C[C@H](CO)N1C[C@H](C)[C@H](CN(C)S(=O)(=O)c2cn(C)cn2)OCCCC[C@H](C)Oc2ccc(NC(=O)CCC(F)(F)F)cc2C1=O	6
CC(=O)N(C)C[C@@H]1Oc2ncc(-c3cccnc3)cc2C(=O)N([C@H](C)CO)C[C@@H]1C	11
CCCC#Cc1cnc2c(c1)C(=O)N([C@H](C)CO)C[C@@H](C)[C@@H](CN(C)C(=O)Cc1ccncc1)O2	6
C[C@H]1CN([C@@H](C)CO)C(=O)c2cc(NC(=O)C3CCCCC3)ccc2O[C@@H]1CN(C)C	1
C[C@H](NC(=O)C[C@H]1CC[C@@H](NC(=O)CN2CCOCC2)[C@H](CO)O1)c1ccccc1	1
Cc1noc(C)c1S(=O)(=O)Nc1cccc2c1O[C@@H](CN(C)C(=O)Nc1ccccc1)[C@@H](C)CN([C@H](C)CO)C2=O	-3
C[C@@H]1CN([C@@H](C)CO)C(=O)c2cc(C#CC3(O)CCCC3)cnc2O[C@H]1CN(C)C(=O)C1CC1	-3
C[C@H]1CN([C@@H](C)CO)S(=O)(=O)c2ccc(C3=CCCCC3)cc2O[C@@H]1CN(C)Cc1ccccc1	-8
CCCN(C)C[C@@H]1Oc2ncc(-c3cccc(F)c3)cc2C(=O)N([C@H](C)CO)C[C@@H]1C	5
C[C@@H]1CN([C@@H](C)CO)C(=O)c2cc(NS(=O)(=O)c3ccc(F)cc3)ccc2O[C@@H](C)CCCCO[C@H]1CN(C)Cc1ccc2c(c1)OCO2	0
CC(C)NC(=O)Nc1ccc2c(c1)C(=O)N([C@H](C)CO)C[C@@H](C)[C@H](CN(C)C(=O)Cc1ccccc1)OCCCC[C@@H](C)O2	15
COCC(=O)N(C)C[C@@H]1Oc2cc(C#CCC3CCCC3)ccc2S(=O)(=O)N([C@H](C)CO)C[C@H]1C	3
C[C@@H]1CN([C@@H](C)CO)C(=O)c2cccc(NC(=O)CCCCCC(=O)Nc3ccccc3N)c2O[C@H]1CN(C)C(=O)Nc1ccc(F)cc1	-7
CC(=O)N(C)C[C@H]1Oc2cc(C#CC(C)(C)O)ccc2S(=O)(=O)N([C@@H](C)CO)C[C@H]1C	-2
COCC(=O)N(C)C[C@H]1Oc2cc(C#CC(C)C)ccc2S(=O)(=O)N([C@H](C)CO)C[C@H]1C	4

Continued, overlapping the part above by three compounds.
SMILES	NSD2 block
C[C@@H]1CN([C@@H](C)CO)C(=O)c2cccc(NC(=O)CCCCCC(=O)Nc3ccccc3N)c2O[C@H]1CN(C)C(=O)Nc1ccc(F)cc1	-7
CC(=O)N(C)C[C@H]1Oc2cc(C#CC(C)(C)O)ccc2S(=O)(=O)N([C@@H](C)CO)C[C@H]1C	-2
COCC(=O)N(C)C[C@H]1Oc2cc(C#CC(C)C)ccc2S(=O)(=O)N([C@H](C)CO)C[C@H]1C	4
C[C@H]1CN([C@@H](C)CO)C(=O)Cc2cc(NC(=O)Cc3ccccc3)ccc2O[C@@H]1CN(C)C	0
C[C@@H]1CN([C@H](C)CO)S(=O)(=O)c2ccc(-c3cncnc3)cc2O[C@@H]1CN(C)Cc1cccnc1	12
C[C@H]1CN([C@@H](C)CO)C(=O)Cc2cc(NC(=O)NC3CCCCC3)ccc2O[C@@H]1CN(C)Cc1ccc(C(=O)Nc2ccccc2N)cc1	-4
NCCCc1nc2cc3ccccc3cc2[nH]1	0
COc1ccc(S(=O)(=O)N(C)C[C@@H]2OCCCC[C@H](C)Oc3ccc(NC(=O)Cc4ccccc4)cc3C(=O)N([C@@H](C)CO)C[C@@H]2C)cc1	-3
CCC(=O)N(C)C[C@@H]1Oc2cc(C#CCN(C)C)ccc2S(=O)(=O)N([C@H](C)CO)C[C@H]1C	3
C[C@@H]1CN([C@H](C)CO)C(=O)c2cc(NC(=O)CCC(F)(F)F)ccc2O[C@@H]1CN(C)S(=O)(=O)c1ccc(Cl)cc1	0
C[C@H]1CN([C@@H](C)CO)C(=O)c2cccc(NC(=O)C3CCOCC3)c2O[C@@H]1CN(C)CC1CCCCC1	4
O=S(=O)(c1cccc2cnccc12)N1CCNCC1	7
Cc1ccc2cccc(OCc3ccc(Br)cc3)c2n1	-1
COc1ccc(CN(C)C[C@H]2OCCCC[C@H](C)Oc3ccc(NC(=O)NC(C)C)cc3C(=O)N([C@@H](C)CO)C[C@H]2C)cc1	6
Cc1noc(C)c1NC(=O)N(C)C[C@@H]1Oc2ccc(NC(=O)C3CC3)cc2C(=O)N([C@@H](C)CO)C[C@H]1C	5
C[C@@H]1CN([C@H](C)CO)C(=O)c2cccc(NC(=O)NC3CCCCC3)c2O[C@@H]1CN(C)C(=O)Nc1ccccc1	-2
COc1ccc(CN(C)C[C@@H]2OCCCC[C@@H](C)Oc3ccc(NS(=O)(=O)c4ccc(OC)cc4)cc3C(=O)N([C@@H](C)CO)C[C@H]2C)cc1	7
C[C@H]1CN([C@@H](C)CO)C(=O)CCCn2nncc2CO[C@@H]1CN(C)C(=O)Nc1ccccc1F	3
C[C@@H]1CN([C@@H](C)CO)C(=O)c2cc(NC(=O)Cn3cnnn3)ccc2O[C@@H]1CN(C)C(=O)Nc1ccc(C(F)(F)F)cc1	-5
C[C@@H]1CCCCO[C@H](CN(C)C(=O)CCC(F)(F)F)[C@H](C)CN([C@@H](C)CO)C(=O)c2cc(NS(C)(=O)=O)ccc2O1	-4
C[C@H]1CN([C@@H](C)CO)C(=O)c2cc(NC(=O)Cc3cn(C)c4ccccc34)ccc2O[C@H]1CN(C)Cc1ccncc1	15
C[C@H]1CN([C@@H](C)CO)C(=O)Cc2cc(NS(=O)(=O)c3ccc(Cl)cc3)ccc2O[C@@H]1CN(C)S(=O)(=O)c1ccccc1	3
C[C@@H]1CCCCO[C@H](CN(C)C(=O)C2CCCCC2)[C@@H](C)CN([C@H](C)CO)C(=O)c2cc(NS(=O)(=O)c3cccs3)ccc2O1	20
C[C@@H]1CN([C@H](C)CO)C(=O)c2cccc(NC(=O)Nc3cccc4ccccc34)c2O[C@H]1CN(C)S(C)(=O)=O	-1
C[C@H]1CN([C@@H](C)CO)C(=O)c2cc(NS(=O)(=O)c3ccccc3)ccc2O[C@@H]1CN(C)S(=O)(=O)c1ccc(F)cc1	0
C[C@@H]1CN([C@H](C)CO)C(=O)CCCn2nncc2CO[C@@H]1CN(C)C(=O)Nc1ccccc1	0
C[C@@H]1CN([C@H](C)CO)C(=O)c2cc(NS(C)(=O)=O)ccc2O[C@H]1CN(C)Cc1ccc(Cl)c(Cl)c1	0
C[C@H]1CN([C@@H](C)CO)C(=O)c2cc(-c3ccc(F)cc3)cnc2O[C@H]1CN(C)C(=O)c1ccc(F)cc1	14
CNC[C@H]1OCCCC[C@H](C)Oc2ccc(NS(C)(=O)=O)cc2C(=O)N([C@@H](C)CO)C[C@@H]1C	1
C[C@H]1CCCCO[C@H](CN(C)C(=O)Nc2ccccc2)[C@@H](C)CN([C@@H](C)CO)C(=O)c2cc(NS(=O)(=O)c3cn(C)cn3)ccc2O1	6
CCCC#Cc1ccc2c(c1)O[C@H](CN(C)C(=O)c1ccccc1)[C@H](C)CN([C@@H](C)CO)S2(=O)=O	10
C[C@@H]1CN([C@@H](C)CO)C(=O)c2cccc(NC(=O)Nc3ccc(F)cc3)c2O[C@H]1CN(C)S(=O)(=O)c1cn(C)cn1	4
O=C(NCc1ccccc1)c1ccc(Br)cc1[N+](=O)[O-]	8
C[C@H](CO)N1C[C@H](C)[C@@H](CN(C)S(=O)(=O)c2ccccc2)Oc2c(NC(=O)Nc3ccc4c(c3)OCO4)cccc2C1=O	-5
CCCCC[C@H](O)/C=C/C1=C(C/C=C\CCCC(=O)O)C(=O)CC1	-6
COCC(=O)Nc1ccc2c(c1)[C@@H]1C[C@@H](CC(=O)NCc3ccc4c(c3)OCO4)O[C@@H](CO)[C@@H]1O2	1
